# Assay outcomes deposited in PubChem BioAssay by several laboratories.
# DSG3 Ab inh = inhibitors of pemphigus antibody binding to DSG3, primary screen, biochemical, bead-based, flow cytometry, scFv-GFP. Desmoglein-3 (Homo sapiens), P32926. DSG3-coupled beads, scFv-anti-DSG3-GFP binding; hits give low values. binding (percent of control), % at 10 µM. 310,000 compounds, 0.48% hits. AID 588358, 2011;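 active means binding more than 3 SD below its plate's average and above zero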;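 further: hits lower antibody fragment binding to DSG3; some compounds called inactive have numbers as strong as hits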
# CAL PDZ FP-1 = CAL PDZ peptide-binding inhibitors, primary screen, biochemical, fluorescence polarization, Cer-tagged CAL PDZ, HTS | purified CAL PDZ, TMR-peptide fluorescence polarization, 1 h | 330,000 compounds, 0.02% hits | inhibition, % at 20 µM | AID 504414, 2011;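 active means highest replicate inhibition of at least 40%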;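 further: plate controls were DMSO neutral control wells for no effect and unlabeled competitor peptide control wells for full effect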
#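 Test system: purified CerCALP PDZ construct; Compound dosing: one concentration, 20 µM compound; Also added: TMR-labelled reporter peptide T*-PRC34 bound in PDZ groove; Read-out: inhibition from polarization loss; Controls: unlabelled peptide and DMSO controls; Signal: FP readout, S and P plane fluorescence; Incubation: 1 h at RT.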
# LANA DNA inh = inhibitors of KSHV C-LANA binding to DNA, primary screen, biochemical, fluorescence polarization, FAM-LBS DNA, MBP-C-LANA, single point; Kaposi's sarcoma herpesvirus LANA C-terminal domain (residues 932-1162) DNA binding; 340,000 compounds, 0.078% hits; inhibition, % at 9 µM; AID 504423, 2011;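 active means highest replicate inhibition at or above 60% at 9 µM, even if other replicates fall short; inactive means all replicates below 60% inhibition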;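 further: 0% = neutral control wells and 100% = 4 µM acridine orange control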
# NSD2 inh = NSD2 histone methyltransferase inhibitors, primary screen, biochemical, AlphaScreen, single concentration, set 2; Histone-lysine N-methyltransferase NSD2 (Homo sapiens), O96028; NSD2 peptide methylation, 120 min; inhibition, % at 12.5 µM; 310,000 compounds, 0.54% hits; AID 743445, 2014; in the data active means inhibition above about 50%
# RTF Ca sens inh = cardiac RTF calcium sensitivity inhibitors, primary screen, biochemical, IANBD-TnC fluorescence, EC70 calcium; Troponin I, cardiac muscle (Homo sapiens) + Troponin T, cardiac muscle (Homo sapiens) + …; IANBD-labeled cardiac RTF, Ca2+ fluorescence; inhibition, % at 7.15 µM; 340,000 compounds, 0.12% hits; AID 493244, 2011;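 active means inhibition above the mean inhibition of all tested compounds plus 3 SD, cut at about 17% in these data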;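 further: assay run at fixed EC70 calcium of 1.6 mM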
# DAGLB inh = DAGLB lipase inhibitors, primary screen, biochemical, fluorescence, HTS; HEK293T DAGLB membrane lysate, EnzChek fluorogenic substrate; inhibition, % at 5.17 µM; 340,000 compounds, 0.059% hits; AID 504411, 2011; in the data active means inhibition above about 34%;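 further: 0% = enzyme with vehicle and 100% = wells lacking enzyme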
# Target sequence (Q8NCG7 whole entry, looked up): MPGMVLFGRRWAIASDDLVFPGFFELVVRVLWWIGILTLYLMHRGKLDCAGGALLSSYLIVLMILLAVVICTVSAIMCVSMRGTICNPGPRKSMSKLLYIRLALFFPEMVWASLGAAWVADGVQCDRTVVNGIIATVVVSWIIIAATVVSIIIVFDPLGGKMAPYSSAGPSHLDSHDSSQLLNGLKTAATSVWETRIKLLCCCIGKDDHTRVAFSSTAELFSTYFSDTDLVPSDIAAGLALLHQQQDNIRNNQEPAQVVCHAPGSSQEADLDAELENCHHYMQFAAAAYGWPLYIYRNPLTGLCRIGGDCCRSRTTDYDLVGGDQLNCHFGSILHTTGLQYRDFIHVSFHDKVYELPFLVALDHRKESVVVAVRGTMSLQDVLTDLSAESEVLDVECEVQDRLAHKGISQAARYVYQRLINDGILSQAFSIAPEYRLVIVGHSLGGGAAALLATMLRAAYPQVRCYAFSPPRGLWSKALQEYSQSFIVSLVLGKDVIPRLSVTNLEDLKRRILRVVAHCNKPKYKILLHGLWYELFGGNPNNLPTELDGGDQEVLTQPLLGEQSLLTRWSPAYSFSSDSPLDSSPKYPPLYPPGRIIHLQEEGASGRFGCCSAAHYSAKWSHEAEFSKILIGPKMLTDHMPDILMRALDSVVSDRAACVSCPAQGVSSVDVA
# Keap1-Nrf2 PPI = Keap1-Nrf2 protein-protein interaction inhibitors, primary screen, biochemical, fluorescence polarization, single point | Kelch-like ECH-associated protein 1 (Homo sapiens), Q14145 | AID 504523, 2011 | Keap1 Kelch-Nrf2 peptide fluorescence polarization, 1536-well | 340,000 compounds, 0.15% hits | inhibition, % at 9.4 µM; in the data active means inhibition above about 12%;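 further: human Keap1 Kelch domain with fluorescein labeled Nrf2 9mer peptide probe; 0% = neutral control wells and 100% = peptide positive control; higher means more block of Keap1 binding to Nrf2 peptide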
# V-ATPase pHluor = regulators of yeast V-ATPase proton pumping, primary screen, pHLuorin cytosolic pH fluorescence; S. cerevisiae; response, % at 10 µM; 350,000 compounds, 0.37% hits; in the data active means response mostly above about 7.3%, no sharp cut-off; inactive means mostly below about 5.4%; further: actives read high; inactives centre near 0; some compounds called inactive have numbers as strong as hits
# Arr AP2 block = inhibitors of beta-arrestin/AP2 binding, primary screen, biochemical, GPCR trafficking, flow cytometry; 340,000 compounds, 0.31% hits; FITC-arrestin peptide / GST-AP2 beads; AP2 beta2 appendage carries R879A mutation; inhibition, % at 10 µM;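 active means inhibition above a set limit, near 3 SD of compounds lacking own fluorescence, cut at about 54% in these data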;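 further: plate controls were DMSO wells for no effect and 5 µM unlabelled arrestin peptide for full effect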
#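 System: GST-AP2 R879A bound to glutathione beads, E. coli-expressed. Also added: 50 nM FITC-arrestin peptide. Schedule: compound with beads 12 min RT, then probe 1 h RT. Signal: bead flow cytometry, FITC channel. Read-out basis: percent response.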
# CAL PDZ FP-2 = untagged CAL PDZ binding inhibitors, primary screen, biochemical, fluorescence polarization, HTS; purified CAL PDZ, TMR-peptide fluorescence polarization, 1 h; inhibition, % at 24.9 µM; 300,000 compounds, 0.92% hits; AID 602252, 2012;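 active means mean inhibition of at least 30% with at least half of replicates also reaching 30%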;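 further: 0% = DMSO neutral control and 100% = excess unlabeled competitor peptide PRC23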
# The depositor's hits bear a star; i = inactive; . = no result given. The list is partial; rates above refer to the full screens.
SMILES,DSG3 Ab inh,CAL PDZ FP-1,LANA DNA inh,NSD2 inh,RTF Ca sens inh,DAGLB inh,Keap1-Nrf2 PPI,V-ATPase pHluor,Arr AP2 block,CAL PDZ FP-2
O=C1CC(/C=C/c2ccccc2)(C(=O)NC2CCCC2)N1c1ccc(S(=O)(=O)N2CCCC2)cc1 (configuration not stated),87,0.3,0.5,16,-2,-1,-3,4,31,-2
O=C(/C=C/c1ccco1)NC(=S)Nc1ccc(N2CCCC2)cc1,128,-3.2,-1.6,1,-11,7,0,5,52,-2
O=C(NCCN1CCCC1=O)C1CCC(=O)N(CCc2ccc(Cl)cc2)C1 (configuration not stated),101,0.1,-1.8,-3,-7,0,-2,5,12,-4
CCOC(=O)/C(=C\C=C1/Sc2cc(OCC)c(OCC)cc2N1CC)C(C)=O,543,0.2,-116,2,i,-146,-454,2,-11,1
Cc1ccc(N=C2NC(=O)/C(=C/C=C/c3ccco3)S2)cc1C,94,-0.8,0.1,2,-9,14,1,0,43,-11
CCOc1ccccc1OCCCCCc1c(C)n[nH]c1C,105,-1.6,0.3,-2,-14,1,2,.,22,1
O=C(C1CCCN(S(=O)(=O)c2ccccc2)C1)N1CCCc2ccccc21 (configuration not stated),.,-2.0,0.0,0,-1,1,2,0,10,-1
Cc1ccc(C)c(OCC(=O)N(Cc2ccccc2)c2c(N)n(Cc3ccccc3)c(=O)[nH]c2=O)c1,138,-1.8,0.6,1,2,6,1,0,19,-2
O=C(CSc1ncnc2c1oc1ccccc12)Nc1nccs1,94,-0.9,0.3,.,-10,1,0,-1,4,-2
Cc1ccc(Cn2c(SCC(=O)N/N=C/c3ccccc3OCC(=O)O)nc3ccccc32)cc1,93,0.1,-1.1,10,3,6,0,6,24,-2
Cc1nn(Cc2ccc([N+](=O)[O-])cc2)c(=O)n1-c1ccc(Cl)cc1,111,-1.0,-0.3,-8,-1,1,0,1,-9,2
Cc1cccc(N(Cc2ccccc2)C(=O)c2ccc(CS(C)(=O)=O)cc2)c1,111,-4.3,-0.7,2,-2,-1,0,-2,-12,-7
CCC(C)NC(=O)C1(C)CCC(=O)N1Cc1ccccc1OC (configuration not stated),100,-2.0,0.0,-3,-6,-1,-4,-3,-4,-1
O=C1Nc2ccccc2C1(O)C/C(=N/O)c1ccccc1 (configuration not stated),96,-0.7,1.6,1,-10,2,-1,-1,-5,3
COc1ccccc1OCc1nnc(SCC(=O)Nc2nnc(C3CC3)s2)n1C,97,-1.5,1.0,5,-2,1,2,0,24,-1
COc1ccc2nc(-c3ccc(N)cc3)[nH]c2c1,98,-0.7,-0.1,-2,-7,-1,0,6,-11,.
CCOc1ccc(/C=C/C(=O)c2c(O)cc(C)oc2=O)cc1,114,-0.5,-3.8,-1,-12,0,-5,1,-7,-2
O=C(Cn1cc2c(n1)CCCC2)N1CCc2ccccc21,109,-3.1,-2.3,.,-6,-4,-5,1,-4,2
O=c1[nH]nc(Cc2ccc(Cl)cc2Cl)c2ccccc12,101,.,0.5,-2,-3,-2,-3,2,-12,-4
CCN(Cc1ccccc1)C(=O)CSc1n[nH]c(N)n1,96,-1.5,-0.5,-2,-2,-1,3,2,34,6
O=C1C=C(c2cccc(Cl)c2O)C[C@@H](c2ccc(Cl)cc2)C1,94,-0.2,1.2,.,-10,-6,2,-4,28,1
Cc1cc(C)cc(C(=O)NC(CC(N)=O)c2ccc(NCCN3CCOCC3)c([N+](=O)[O-])c2)c1 (configuration not stated),102,0.5,1.0,.,-7,-2,-3,2,7,2
O=C(CCN1C(=O)C2C3C=CC(C4CC34)C2C1=O)OCC(=O)c1ccccc1 (configuration not stated),103,0.9,2.3,-1,5,0,-8,0,-11,4
CSc1ccccc1NC(=O)CN(C)C(=O)c1ccc(-n2cccn2)cc1,.,-1.5,-0.4,2,-3,-2,-1,-1,8,6
NC(=O)C1CCN(C2=C(Cl)C(=O)c3ccccc3C2=O)CC1,.,0.8,-1.0,88*,0,2,14*,3,54*,2
COc1ccccc1CC(=O)Nc1ccc(S(=O)(=O)N2CCN(C)CC2)cc1,112,0.1,0.1,-1,-9,2,-1,3,-12,3
Cc1ccc(-c2nc3c(c(=O)[nH]c(=O)n3Cc3ccccc3)n2Cc2ccccc2)o1,129,-3.3,0.5,0,-1,11,-10,-1,-16,8
CCOC(=O)[C@@H]1[C@H]2COc3ccc(Br)cc3[C@@H]2N2C(=O)N(c3cccc(F)c3)C(=O)[C@]12C,101,-0.5,-2.1,.,9,-8,2,-5,17,0
O=C(C1COc2ccccc2O1)N1CCCC1 (configuration not stated),97,-0.3,-1.3,-1,-1,-1,-5,1,-8,-1
CC(=O)N1CCN(C(=O)C(Cc2c[nH]c3ccccc23)NC(=O)c2ccccc2Cl)CC1 (configuration not stated),93,-2.0,-0.7,5,-5,3,0,3,4,-2
N#CC(C#N)c1ccnc2ccccc12,101,.,.,28,.,-2,.,3,.,.
CC1(C)CC2(CC(c3ccc(F)cc3)c3ccc(O)cc3O2)NC(=S)N1 (configuration not stated),89,-2.5,0.9,-248,0,2,5,-4,-1,-2
Cc1nn(C)c(C)c1S(=O)(=O)N(CC(=O)Nc1nccs1)c1ccc(C(C)C)cc1,101,-0.4,0.1,.,-10,1,3,1,-9,.
COc1ccc(S(=O)(=O)NCCc2ccccc2)cc1OC,105,.,1.3,0,-2,-2,-1,4,-2,2
COc1cc(C2CC(c3cccs3)=NN2C(=O)CCl)ccc1OC(F)F (configuration not stated),114,-2.0,-1.5,.,-10,3,-21,-2,7,-1
N#CCCn1cc(C(=O)Nc2ccc([N+](=O)[O-])cc2)c(-c2cc3ccccc3o2)n1,92,-2.3,-0.4,-3,-3,-2,-2,-2,-6,-2

# Looked up above.
# Value of CCOC(=O)[C@@H]1[C@H]2COc3ccc(Br)cc3[C@@H]2N2C(=O)N(c3cccc(F)c3)C(=O)[C@]12C under DAGLB inh: -8
# Value of CC1(C)CC2(CC(c3ccc(F)cc3)c3ccc(O)cc3O2)NC(=S)N1 (configuration not stated) under NSD2 inh: -248

# Continued:
SMILES,DSG3 Ab inh,CAL PDZ FP-1,LANA DNA inh,NSD2 inh,RTF Ca sens inh,DAGLB inh,Keap1-Nrf2 PPI,V-ATPase pHluor,Arr AP2 block,CAL PDZ FP-2
Cc1ccc(NC(=O)NC2=NN(c3ccccc3)C(=O)/C2=C2/CCCN2C)cc1,98,-3.4,1.6,7,-1,3,-2,1,0,3
CN(C(=O)COC(=O)c1cccnc1Nc1ccccc1F)C1CCS(=O)(=O)C1 (configuration not stated),105,-2.6,0.9,-2,14,1,0,0,24,-2
N#Cc1ccsc1NC(=O)COC(=O)CCS(=O)(=O)c1ccccc1,131,0.3,0.8,-1,-6,-1,-3,-2,6,-2
CN(C)c1ccc(NC(=O)c2ccc3c(c2)nnn3C)cc1,102,-1.0,-1.0,-1,-5,1,1,2,6,2
CCN(CC)c1ccc(CNC(=O)C/C(C)=N/NC(=O)COc2ccc(C)cc2Br)cc1,109,-1.3,-0.8,3,6,0,1,-2,20,1
COCCNC(=O)CSc1nc(-c2ccccc2)c(-c2ccccc2)o1,103,0.0,0.3,2,-3,-5,5,4,1,-2
CN(C)S(=O)(=O)c1cccc(NC(=O)CSc2nc3ccccc3n2-c2ccccc2)c1,114,-1.8,-0.8,3,6,-2,0,3,5,-7
COc1ccc(NC(=O)C2CCCN(S(=O)(=O)c3cccc4cccnc34)C2)cc1 (configuration not stated),113,-3.3,-1.4,.,-1,-2,-7,2,-4,5
O=C(Nc1ccc(Cl)cn1)c1ccc2c(c1)OCCO2,100,-0.6,-0.7,0,-2,-1,-4,-2,8,1
CC(=O)c1ccc(NC(=O)CSC2=NS(=O)(=O)c3cc(Cl)ccc3N2)cc1,99,-3.1,0.0,-2,-2,4,-1,-2,-1,-4
CCOC(=O)c1csc(NC(=O)Nc2cccc(Cl)c2)n1,98,-2.2,-0.9,28,4,2,3,-4,1,-3
COCCN(CCOC)S(=O)(=O)c1ccc(C(=O)NC2CCN(Cc3ccccc3)CC2)cc1,114,.,0.4,-1,-9,-1,-1,0,-10,-42
COc1cccc(CN2CC(C(=O)NCC3CCOCC3)CCC2=O)c1 (configuration not stated),104,-0.3,0.7,-4,0,4,-4,-1,-3,.

# Grouped by structure: the compounds so far containing an aryl thioether with sulfur outside any ring
SMILES,DSG3 Ab inh,CAL PDZ FP-1,LANA DNA inh,NSD2 inh,RTF Ca sens inh,DAGLB inh,Keap1-Nrf2 PPI,V-ATPase pHluor,Arr AP2 block,CAL PDZ FP-2
O=C(CSc1ncnc2c1oc1ccccc12)Nc1nccs1,94,-0.9,0.3,.,-10,1,0,-1,4,-2
Cc1ccc(Cn2c(SCC(=O)N/N=C/c3ccccc3OCC(=O)O)nc3ccccc32)cc1,93,0.1,-1.1,10,3,6,0,6,24,-2
COc1ccccc1OCc1nnc(SCC(=O)Nc2nnc(C3CC3)s2)n1C,97,-1.5,1.0,5,-2,1,2,0,24,-1
CCN(Cc1ccccc1)C(=O)CSc1n[nH]c(N)n1,96,-1.5,-0.5,-2,-2,-1,3,2,34,6
CSc1ccccc1NC(=O)CN(C)C(=O)c1ccc(-n2cccn2)cc1,.,-1.5,-0.4,2,-3,-2,-1,-1,8,6
COCCNC(=O)CSc1nc(-c2ccccc2)c(-c2ccccc2)o1,103,0.0,0.3,2,-3,-5,5,4,1,-2
CN(C)S(=O)(=O)c1cccc(NC(=O)CSc2nc3ccccc3n2-c2ccccc2)c1,114,-1.8,-0.8,3,6,-2,0,3,5,-7
